tolC growth inh – growth inhibitors of E. coli tolC mutant, primary screen, strain BW25113 ΔtolC::kan, 384-well. OD615. actives 2.2% (n = 65,000). growth inhibition, % at 10 µM (by protocol). AID 573, 2007;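 active means growth inhibition at or above a cutoff equal to the mean over every tested compound plus 3 SD, cut at about 60% in these data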;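 further: growth measured after 20 h incubation at 37 °C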
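signal = optical density read at 615 nm | test system = E. coli ΔtolC::kan strain BW25113 | timing = 20 h compound exposure of bacteria at 37 °C | buffer or medium = LB medium plus 50 µg/mL kanamycin | compound dosing = 10 µM final, single dose | evaluation = % inhibition of E. coli growth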
MMP-13 inhibitor – human MMP13 inhibitors, primary screen, biochemical, FRET peptide cleavage. MMP-13 fTHP FRET cleavage, Mca fluorescence. inhibition, % at 4 µM. actives 0.07% (n = 65,000). AID 570, 2006;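 active means inhibition above the mean of compound-free control plate wells plus 3 SD, cut at about 14% in these data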;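 further: 0% = DMSO wells and 100% = wells with reference MMP-13 inhibitor after basal subtraction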
5-HT1A blocker – human 5-HT1a receptor antagonists, primary screen, cell-based, CHO, Ga15 NFAT-bla reporter; actives 0.68% (n = 62,000); 5-hydroxytryptamine receptor 1A (Homo sapiens), P08908; CHO 5-HT1a Ga15 NFAT-bla reporter, antagonist mode; inhibition, % at 10 µM;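 active means inhibition above the mean of all tested compounds plus 3 SD, cut at about 43% in these data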;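 further: receptor stimulated by 5-CT agonist at 100 nM near EC80; beta-lactamase reporter measured by ratiometric fluorescence of a cleavable substrate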
Target sequence (P08908 whole entry, looked up): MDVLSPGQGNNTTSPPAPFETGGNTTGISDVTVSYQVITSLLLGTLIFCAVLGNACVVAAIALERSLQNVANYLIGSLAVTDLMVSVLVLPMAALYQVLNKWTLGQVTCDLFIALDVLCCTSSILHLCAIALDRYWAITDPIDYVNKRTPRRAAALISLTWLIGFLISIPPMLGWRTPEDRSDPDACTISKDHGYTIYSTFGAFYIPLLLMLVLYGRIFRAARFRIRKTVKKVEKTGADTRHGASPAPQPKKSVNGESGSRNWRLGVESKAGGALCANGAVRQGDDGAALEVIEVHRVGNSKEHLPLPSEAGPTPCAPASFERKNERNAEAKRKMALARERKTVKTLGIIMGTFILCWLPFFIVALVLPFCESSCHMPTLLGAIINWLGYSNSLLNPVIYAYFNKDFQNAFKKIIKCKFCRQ
NADH enzymes – inhibitors of PK/LDH coupling enzymes, profiling panel, artefact control, biochemical, MLSMR library. coupled PK/LDH NADH assays, four targets. IC50, µM (doses to about 10 µM), for inactives: top-dose inhibition. actives 0.02% (n = 65,000). AID 774, 2007;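 active means single-dose screening hits from any of four coupled enzyme assays that gave an IC50 when retested across doses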;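 further: the DPM-DC format reads NADH fluorescence rather than 340 nm absorbance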
HTR1E antagonist – 5-HT1E receptor antagonists, primary screen, cell-based, HTS | AID 571, 2007 | 5-hydroxytryptamine receptor 1E (Homo sapiens), P28566 | inhibition, % at 6 µM | CHO 5-HT1E Ga15 NFAT-bla reporter, FRET, antagonist | actives 0.99% (n = 65,000);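 active means inhibition above a set limit, the mean inhibition across every tested compound plus 3 SD, cut at about 29% in these data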;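 further: signal is the 460 over 535 nm emission ratio of beta-lactamase substrate; 0% = agonist plus DMSO wells and 100% = wells without agonist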
RORa activator – activators of orphan receptor RORA, primary screen, cell-based, luminescence; CHO-K1 Gal4-RORA LBD luciferase reporter; percent increase over mock-subtracted basal signal; Nuclear receptor ROR-alpha (Homo sapiens), P35398; actives 1.5% (n = 65,000); activation, % at 10 µM;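 active means activation above the mean of all tested compounds plus 3 SD, cut at about 49% in these data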;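 further: 0% = DMSO-treated RORA cells and 100% = added signal equal to DMSO minus mock-transfected cells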
Target sequence (P35398 whole entry, looked up, the tested form may be a part): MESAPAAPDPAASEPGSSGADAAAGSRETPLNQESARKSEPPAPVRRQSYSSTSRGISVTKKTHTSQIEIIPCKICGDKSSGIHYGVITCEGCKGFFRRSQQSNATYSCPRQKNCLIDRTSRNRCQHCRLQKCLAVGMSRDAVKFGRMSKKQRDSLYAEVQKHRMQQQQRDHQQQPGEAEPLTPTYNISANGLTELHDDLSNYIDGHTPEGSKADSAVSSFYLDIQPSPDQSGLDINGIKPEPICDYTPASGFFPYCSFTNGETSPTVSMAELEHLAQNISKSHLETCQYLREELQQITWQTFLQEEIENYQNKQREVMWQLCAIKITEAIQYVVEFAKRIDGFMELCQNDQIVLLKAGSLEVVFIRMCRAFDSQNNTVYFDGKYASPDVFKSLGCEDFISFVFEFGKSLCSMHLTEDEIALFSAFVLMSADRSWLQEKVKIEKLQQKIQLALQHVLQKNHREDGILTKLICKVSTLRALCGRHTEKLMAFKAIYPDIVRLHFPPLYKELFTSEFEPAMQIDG
5HT1a ag – human 5-HT1a receptor agonists, primary screen, cell-based, CHO, Ga15 NFAT-bla reporter; activation, % at 10 µM; AID 567, 2006; actives 0.56% (n = 65,000); 5-hydroxytryptamine receptor 1A (Homo sapiens), P08908; CHO 5-HT1a Ga15 NFAT-bla reporter, FRET ratio; 0% basal, 100% maximal reference agonist;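 active means activation above the screen-wide mean activation plus 3 SD, cut at about 19% in these data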;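 further: 0% = DMSO wells and 100% = 5-CT at EC100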
HTR1E agonist – 5-HT1E receptor agonists, primary screen, cell-based, HTS | CHO 5-HT1E Ga15 NFAT-bla reporter, FRET; 0% DMSO wells, 100% control agonist wells | activation, % at 6 µM | actives 0.69% (n = 65,000) | AID 574, 2007;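 active means activation above a set limit, the screen-wide mean activation plus 3 SD, cut at about 8.5% in these data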;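 further: 100% = positive control agonist at 1 µM giving full maximal response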
SF-1 act – activators of human SF-1, primary screen, cell-based, CHO-K1, Gal4-SF-1 LBD, luciferase luminescence | CHO-K1 Gal4-SF-1 LBD luciferase reporter; % increase over DMSO SF-1-specific signal | actives 1.9% (n = 65,000) | activation, % at 10 µM | Steroidogenic factor 1 (Homo sapiens), Q13285;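 active means activation above the mean activation of all tested compounds plus 3 SD, cut at about 50% in these data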
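Material: Gal4–SF-1 LBD one-hybrid luciferase reporter in CHO-K1 cells | Amount: 4,000 cells per well | Compound dosing: 10 µM single point, 1% DMSO | Schedule: 20 h compound treatment, 37 °C | Measured by: SteadyLite luciferase luminescence | Evaluation: Percent activation versus DMSO | Control set: DMSO-treated SF-1-transfected cells as negative, DMSO-treated mock-transfected cells lacking SF-1 as background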
An asterisk follows results filed as active; [ ] = remark or other dose. Not all compounds are listed, so the mix of outcomes need not match the whole.

`CCCN1C2CCCC1CC(NC(C)=O)C2` (stereo not drawn) gave tolC growth inh -9, MMP-13 inhibitor 2, 5-HT1A blocker -8, NADH enzymes 6%, HTR1E antagonist 5, RORa activator 21, 5HT1a ag -0.4, HTR1E agonist 0.2 and SF-1 act 6.
For Cc1ccc2c(c1)C1CN(C)CCC1N2S(=O)(=O)c1ccccc1 (stereo not drawn) the results were tolC growth inh -10, MMP-13 inhibitor 1, 5-HT1A blocker 6, NADH enzymes 4%, HTR1E antagonist 4, RORa activator 6, 5HT1a ag -2.6, HTR1E agonist 0.6 and SF-1 act -21.
Cn1nc(N)c2c1N=P(N1CCOCC1)(N1CCOCC1)N=C2c1ccccc1 was read as tolC growth inh 3, MMP-13 inhibitor -3, 5-HT1A blocker 6, NADH enzymes 1%, HTR1E antagonist -1, RORa activator 18, 5HT1a ag -0.9, HTR1E agonist 0.1 and SF-1 act -23.
`COc1cccc(-c2nc(CS(=O)CC(=O)N3CCC4(CC3)OCCO4)c(C)o2)c1` (stereo not drawn) gave tolC growth inh -8, MMP-13 inhibitor -4, 5-HT1A blocker 2, NADH enzymes 2%, HTR1E antagonist 4, RORa activator 1, 5HT1a ag -1.8, HTR1E agonist -0.9 and SF-1 act 5.
`CCCC(=O)Nc1ccc(N2CCN(CC)CC2)c(Cl)c1` gave tolC growth inh -13, MMP-13 inhibitor 3, 5-HT1A blocker -3, NADH enzymes 1%, HTR1E antagonist 0, RORa activator 0, 5HT1a ag 0.2, HTR1E agonist 0.1 and SF-1 act -8.
For COc1cccc(CN2CCCCC2c2cccnc2)c1 (stereo not drawn) the results were tolC growth inh 0, MMP-13 inhibitor -1, 5-HT1A blocker 14, NADH enzymes 1%, HTR1E antagonist -1, RORa activator -11, 5HT1a ag -1.5, HTR1E agonist -0.3 and SF-1 act 3.
Screening O=C(c1ccncc1)C12CN3CN(CN(C3)C1)C2 returned tolC growth inh -2, MMP-13 inhibitor -2, 5-HT1A blocker -9, NADH enzymes 2%, HTR1E antagonist -2, RORa activator -9, 5HT1a ag -3.2, HTR1E agonist -0.9 and SF-1 act 25.
`CCOc1ccccc1-n1c(O)c(C=NCc2ccc3c(c2)OCO3)c(=O)[nH]c1=O` gave tolC growth inh -6, MMP-13 inhibitor 2, 5-HT1A blocker 1, NADH enzymes 4%, HTR1E antagonist 13, RORa activator -6, 5HT1a ag 0.2, HTR1E agonist -0.2 and SF-1 act -9.
For CC(C)[C@@]1(NC(=O)[C@@H]2C[C@@H]3c4cccc5[nH]cc(c45)C[C@H]3N(C)C2)O[C@@]2(O)[C@@H]3CCCN3C(=O)[C@H](Cc3ccccc3)N2C1=O the results were tolC growth inh 1, MMP-13 inhibitor 0, NADH enzymes 2%, HTR1E antagonist -12, RORa activator -10, 5HT1a ag 96*, HTR1E agonist 1.7 and SF-1 act 4.
Screening CCC(=NCc1cccnc1)c1c(O)n(C2CCCCC2)c(=O)[nH]c1=O returned tolC growth inh -3, MMP-13 inhibitor 3, 5-HT1A blocker -3, NADH enzymes 4%, HTR1E antagonist 8, RORa activator -15, 5HT1a ag 1.7, HTR1E agonist 0.5 and SF-1 act -8.
For CCOP(=S)(OCC)SCOC(=O)NCC(=O)OC the results were tolC growth inh -12, MMP-13 inhibitor 0, 5-HT1A blocker 7, NADH enzymes 3%, HTR1E antagonist -2, RORa activator 1, 5HT1a ag -2.6, HTR1E agonist -0.2 and SF-1 act -20.
For O=C(CSc1ccccc1)N1CCC2(CC1)OCCO2 the results were tolC growth inh -13, MMP-13 inhibitor 1, 5-HT1A blocker -2, NADH enzymes 8%, HTR1E antagonist -7, RORa activator 37, 5HT1a ag -1.1, HTR1E agonist 0.4 and SF-1 act 45.
`Cc1ccc2occ(CN3CC4CC(C3)c3cccc(=O)n3C4)c(=O)c2c1` (stereo not drawn) gave tolC growth inh -1, MMP-13 inhibitor -5, 5-HT1A blocker -10, NADH enzymes 4%, HTR1E antagonist -7, RORa activator -1, 5HT1a ag -1.9, HTR1E agonist 0.7 and SF-1 act -6.
For Cc1ccc2cc3cc(C(=O)N4CCC5(CC4)OCCO5)oc3nc2c1 the results were tolC growth inh -13, MMP-13 inhibitor -17, 5-HT1A blocker 2, NADH enzymes 15%, HTR1E antagonist 11, RORa activator 19, 5HT1a ag -0.9, HTR1E agonist -0.6 and SF-1 act 13.
`CCN(CC)CCN=Cc1c(O)n(C2CCCCCC2)c(=O)[nH]c1=O` gave tolC growth inh -15, MMP-13 inhibitor 7, 5-HT1A blocker -8, NADH enzymes 7%, HTR1E antagonist -9, RORa activator 2, 5HT1a ag -1.4, HTR1E agonist 1.3 and SF-1 act -11.
`CC(C)=CCC12CN3CCN(CC(C3)C1=O)C2` gave tolC growth inh -14, MMP-13 inhibitor -3, 5-HT1A blocker -20, NADH enzymes 6%, HTR1E antagonist -12, RORa activator 6, 5HT1a ag 0.8, HTR1E agonist 0.5 and SF-1 act -3.
For CCC(C)N1C(=O)NC(=O)C2(Cc3c(ccc4ccccc34)N(C)C2)C1=O (stereo not drawn) the results were tolC growth inh 50, MMP-13 inhibitor 0, 5-HT1A blocker -6, NADH enzymes 3%, HTR1E antagonist 2, RORa activator 31, 5HT1a ag -1.6, HTR1E agonist 1.0 and SF-1 act 18.
Screening COc1ccc(C2SCC(=O)Nc3c2c(=O)[nH]n3C2CCCCCC2)cc1 (stereo not drawn) returned tolC growth inh 1, MMP-13 inhibitor 8, NADH enzymes 2%, HTR1E antagonist -8, RORa activator 15, 5HT1a ag 2.5, HTR1E agonist -0.3 and SF-1 act -4.
Screening CC(=NCCN1CCCCC1)c1c(O)[nH]c(=O)[nH]c1=O returned tolC growth inh -29, MMP-13 inhibitor -5, 5-HT1A blocker -11, NADH enzymes 2%, HTR1E antagonist -6, RORa activator -25, 5HT1a ag 1.0, HTR1E agonist -0.8 and SF-1 act -15.
CCC(=Nc1ccccc1NC(C)=O)c1c(O)n(C)c(=O)n(C)c1=O was read as tolC growth inh -16, MMP-13 inhibitor -1, 5-HT1A blocker -8, NADH enzymes 6%, HTR1E antagonist -3, RORa activator -4, 5HT1a ag 0.1, HTR1E agonist 0.7 and SF-1 act 2.
For CN1CCN(c2ccc(N)c(N3CCN(C)CC3)c2)CC1 the results were tolC growth inh -19, MMP-13 inhibitor -1, 5-HT1A blocker 15, NADH enzymes 5%, HTR1E antagonist -5, RORa activator -9, 5HT1a ag -1.9, HTR1E agonist 0.5 and SF-1 act 10.
Screening CN1CCC(O)(c2ccccc2)C(C(=O)c2ccccc2)C1 (stereo not drawn) returned tolC growth inh -8, MMP-13 inhibitor -2, 5-HT1A blocker -15, NADH enzymes 3%, HTR1E antagonist -10, RORa activator -3, 5HT1a ag -1.9, HTR1E agonist -0.2 and SF-1 act -8.
`CC(=NCc1cccnc1)c1c(O)n(Cc2ccccc2)c(=O)[nH]c1=O` gave tolC growth inh -12, MMP-13 inhibitor 3, 5-HT1A blocker -3, NADH enzymes 2%, HTR1E antagonist 5, RORa activator -5, 5HT1a ag -1.9, HTR1E agonist -0.9 and SF-1 act 8.
`c1ccc2c(c1)OCC(C1=NCCN1)O2` (stereo not drawn) gave tolC growth inh 9, MMP-13 inhibitor 0, NADH enzymes 2%, HTR1E antagonist 6, RORa activator -8, 5HT1a ag -0.9, HTR1E agonist 0.5 and SF-1 act -4.
Screening Cc1ccc(Cn2nnnc2CN2CCC(n3nnc4cc(C)ccc43)CC2)cc1 returned tolC growth inh 27, MMP-13 inhibitor -6, 5-HT1A blocker 2, NADH enzymes 3%, HTR1E antagonist 1, RORa activator -4, 5HT1a ag 1.2, HTR1E agonist -0.5 and SF-1 act -11.
For COc1cc(CN2CCN(c3cc(C)ccc3C)CC2)ccc1O the results were tolC growth inh -3, MMP-13 inhibitor 4, 5-HT1A blocker 28, NADH enzymes 10%, HTR1E antagonist 17, RORa activator -48, 5HT1a ag -0.5, HTR1E agonist 7.0 and SF-1 act -67.
For CC1=C(C(=O)OC(C)C)[C@]2(C(=O)N(CC(N)=O)c3ccccc32)C(C#N)=C(N)O1 the results were tolC growth inh 1, MMP-13 inhibitor 0, NADH enzymes 2%, HTR1E antagonist -11, RORa activator -23, 5HT1a ag 3.2, HTR1E agonist 0.1 and SF-1 act -6.
For Cc1cccc(CN(C)C)c1OC(=O)N(C)C the results were tolC growth inh -14, MMP-13 inhibitor -1, 5-HT1A blocker -3, NADH enzymes 6%, HTR1E antagonist -12, RORa activator -22, 5HT1a ag -1.7, HTR1E agonist 1.3 and SF-1 act -14.
For Cc1cc(OCC(=O)NC2CCS(=O)(=O)C2)c2c3c(c(=O)oc2c1)CCC3 (stereo not drawn) the results were tolC growth inh 5, MMP-13 inhibitor -150[fluorescence artefact?], 5-HT1A blocker 4, NADH enzymes 2%[fluoresces], HTR1E antagonist 3, RORa activator -7, 5HT1a ag -0.7, HTR1E agonist -0.2 and SF-1 act -4.
For CCCC1=C(C(=O)OCC)C2(C(=O)Nc3ccc(C)cc32)C(C#N)=C(N)O1 (stereo not drawn) the results were tolC growth inh 2, MMP-13 inhibitor 0, 5-HT1A blocker -4, NADH enzymes 7%, HTR1E antagonist -7, RORa activator -18, 5HT1a ag -3.8, HTR1E agonist 0.8 and SF-1 act 15.
Screening CCn1c(C)c(C(=O)O)c2cc(OC)ccc21 returned tolC growth inh 3, MMP-13 inhibitor 0, 5-HT1A blocker 6, NADH enzymes 4%, HTR1E antagonist -3, RORa activator -1, 5HT1a ag -2.6, HTR1E agonist -0.4 and SF-1 act 7.
Screening COc1cc(OC)c(OC)cc1CNC(C)C(O)c1ccccc1 (stereo not drawn) returned tolC growth inh -19, MMP-13 inhibitor 0, 5-HT1A blocker 5, NADH enzymes 8%, HTR1E antagonist -3, RORa activator -34, 5HT1a ag -1.6, HTR1E agonist -0.3 and SF-1 act -2.
Screening CN(C)C(=O)Oc1ccc(OC(=O)c2ccccc2)cc1 returned tolC growth inh 1, MMP-13 inhibitor 3, 5-HT1A blocker 8, NADH enzymes 3%, HTR1E antagonist 1, RORa activator -3, 5HT1a ag -1.1, HTR1E agonist 0.2 and SF-1 act -9.
`O=C(COc1ccc(Cl)cc1)NC1CN2CCC1CC2` (stereo not drawn) gave tolC growth inh -14, MMP-13 inhibitor 2, 5-HT1A blocker 8, NADH enzymes 5%, HTR1E antagonist -5, RORa activator -6, 5HT1a ag -4.9, HTR1E agonist 0.8 and SF-1 act -14.

Assay outcomes deposited in PubChem by several laboratories.
